DAGLB inhibitor: blocks human DAGLB lipase activity; Q8NCG7; HEK293T DAGLB membrane lysate, EnzChek fluorogenic substrate; inhibition, % at 5.17 µM; 0.059% of 340,000 active; in the data active means inhibition above about 34%;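 further: 0% = enzyme with vehicle and 100% = wells lacking enzyme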
C-LANA FP: inhibitors of KSHV LANA C-terminal domain DNA binding; MBP-C-LANA/FAM-LBS DNA binding, fluorescence polarization; inhibition, % at 9 µM; 0.078% of 340,000 active; AID 504423;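 active means highest replicate inhibition at or above 60% at 9 µM, even if other replicates fall short; inactive means all replicates below 60% inhibition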;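 further: 0% = neutral control wells and 100% = 4 µM acridine orange control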
NSD2 inh: NSD2 (human) methyltransferase inhibition | NSD2 peptide methylation, AlphaScreen, 120 min | 0.54% of 310,000 active | inhibition, % at 12.5 µM | AID 743445 | O96028; in the data active means inhibition above about 50%
Target sequence (O96028 whole entry, looked up): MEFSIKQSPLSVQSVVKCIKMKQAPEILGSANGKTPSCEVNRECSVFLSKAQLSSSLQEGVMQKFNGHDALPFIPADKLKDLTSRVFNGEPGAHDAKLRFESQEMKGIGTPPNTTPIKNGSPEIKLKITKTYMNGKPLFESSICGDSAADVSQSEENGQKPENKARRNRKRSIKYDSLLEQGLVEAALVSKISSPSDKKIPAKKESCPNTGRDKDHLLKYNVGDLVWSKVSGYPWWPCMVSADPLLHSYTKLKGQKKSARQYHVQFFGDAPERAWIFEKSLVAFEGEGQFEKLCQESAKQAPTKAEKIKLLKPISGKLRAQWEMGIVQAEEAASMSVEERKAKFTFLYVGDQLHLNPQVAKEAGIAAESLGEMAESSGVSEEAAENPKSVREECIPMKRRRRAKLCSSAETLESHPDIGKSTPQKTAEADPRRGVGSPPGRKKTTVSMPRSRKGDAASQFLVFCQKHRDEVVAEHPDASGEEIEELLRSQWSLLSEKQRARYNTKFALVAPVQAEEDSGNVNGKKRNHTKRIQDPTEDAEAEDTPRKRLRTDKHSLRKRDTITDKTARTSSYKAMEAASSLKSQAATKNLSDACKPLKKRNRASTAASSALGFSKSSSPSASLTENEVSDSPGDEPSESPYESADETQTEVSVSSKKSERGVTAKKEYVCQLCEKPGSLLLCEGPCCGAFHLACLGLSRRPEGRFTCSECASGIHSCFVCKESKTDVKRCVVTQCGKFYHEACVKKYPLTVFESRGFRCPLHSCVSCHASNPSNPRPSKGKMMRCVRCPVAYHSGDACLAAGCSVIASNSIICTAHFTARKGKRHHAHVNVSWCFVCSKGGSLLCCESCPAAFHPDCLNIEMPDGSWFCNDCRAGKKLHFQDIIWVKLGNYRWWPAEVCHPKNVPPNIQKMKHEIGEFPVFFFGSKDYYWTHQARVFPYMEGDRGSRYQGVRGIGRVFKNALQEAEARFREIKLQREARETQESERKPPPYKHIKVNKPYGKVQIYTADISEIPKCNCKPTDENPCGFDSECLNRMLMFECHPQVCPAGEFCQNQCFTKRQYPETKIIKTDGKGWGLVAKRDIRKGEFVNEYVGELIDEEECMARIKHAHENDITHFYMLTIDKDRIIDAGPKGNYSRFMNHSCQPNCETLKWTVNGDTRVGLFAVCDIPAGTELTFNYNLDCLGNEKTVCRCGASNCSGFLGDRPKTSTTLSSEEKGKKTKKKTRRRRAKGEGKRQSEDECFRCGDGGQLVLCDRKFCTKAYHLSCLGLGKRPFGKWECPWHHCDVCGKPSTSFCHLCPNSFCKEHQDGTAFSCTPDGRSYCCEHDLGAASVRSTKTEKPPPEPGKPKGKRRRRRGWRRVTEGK
RTF Ca sens inh: cardiac RTF calcium desensitization. P19429+P45379. IANBD-labeled cardiac RTF, Ca2+ fluorescence. 0.12% of 340,000 active. inhibition, % at 7.15 µM;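 active means inhibition above the mean inhibition of all tested compounds plus 3 SD, cut at about 17% in these data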;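 further: assay run at fixed EC70 calcium of 1.6 mM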
SR-BI HDL uptake: inhibitors of mouse SR-BI mediated HDL lipid uptake; ldlA[mSR-BI] CHO cells, DiI-HDL uptake fluorescence, 3 h; AID 488896; 0.96% of 320,000 active; inhibition, % at 12.5 µM;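 active means mean replicate inhibition of at least 70% and a set share of replicates each scoring 70 or more; inconclusive means meets just one of the two criteria; inactive means fails both criteria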;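 further: 0% = median of neutral control wells and 100% = median of positive control wells; values of inactives mirror those of a sister screen read the other way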
SR-BI uptake up: enhances SR-BI lipid uptake from DiI-HDL; CHO ldlA[mSR-BI] cells, DiI-HDL uptake fluorescence, 3 h; 100 = double the neutral-control signal; AID 504775; activation, % at 12.5 µM; 0.096% of 320,000 active;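 active means mean replicate activation of at least 60% and every replicate at or above 60%; inconclusive means mean or all-replicate condition met, but not both; inactive means mean below 60% and not all replicates reaching 60%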;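 further: 0% = median plate neutral-control signal and 100% = twice that signal; values of inactives mirror those of a sister screen read the other way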
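Test system: SR-BI-overexpressing, LDLR-lacking CHO cells; Medium: Ham's F12 with 0.5% BSA, HEPES 25 mM, pH 7.4; Schedule: 3 h, 37 °C; Technique: bottom-read fluorescence, 550/595 nm.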
PvdQ acylase: blocks Pseudomonas aeruginosa PvdQ acylase activity; 0.063% of 340,000 active; inhibition, % at 10 µM; purified PvdQ acylase, fluorescence plate reader; AID 488965; in the data active means inhibition above about 30%, passing the limit was not always enough; inconclusive means no clear call, values can overlap the other calls;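 further: 0% = vehicle neutral wells and 100% = reference inhibitor wells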
Keap1 Nrf2 FP: inhibitors of human Keap1-Nrf2 protein-protein interaction; Keap1 Kelch-Nrf2 peptide fluorescence polarization, 1536-well; 0.15% of 340,000 active; inhibition, % at 9.4 µM; AID 504523; in the data active means inhibition above about 12%; inconclusive means no clear call, values can overlap the other calls; inactive means below about 7.3%;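 further: human Keap1 Kelch domain with fluorescein labeled Nrf2 9mer peptide probe; 0% = neutral control wells and 100% = peptide positive control; higher means more block of Keap1 binding to Nrf2 peptide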
Arrestin-AP2 inh: inhibitors of human beta-arrestin and AP2 interaction; FITC-arrestin peptide / GST-AP2 beads, flow cytometry; AP2 beta2 appendage carries R879A mutation; inhibition, % at 10 µM; 0.31% of 340,000 active; AID 504490;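 active means inhibition above a set limit, near 3 SD of compounds lacking own fluorescence, cut at about 54% in these data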;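 further: plate controls were DMSO wells for no effect and 5 µM unlabelled arrestin peptide for full effect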
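test system = AP2 appendage R879A on GSH beads | buffer or medium = PBS plus Tween 20 (0.05%) and BSA (0.1%) | incubation = 12 min plus 1 h, RT | detection = bead flow cytometry, FITC channel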
PKA-R2B act: PKA-R2B complex activation; P22694+P31323; PKA-R2B holoenzyme dissociation, Cy5-IP20 fluorescence polarization; R2B truncated from residue 108, S112A mutant; 0% DMSO only, 100% 113 µM cGMP; activation, % at 11.4 µM; 0.079% of 340,000 active;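 active means activation above a cutoff set at the mean over all compounds plus 3 SD, cut at about 18% in these data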;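 further: higher means more holoenzyme dissociation and a rise in polarization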
Active calls of the source: *; ? = inconclusive; · = no result given. The order is random; about 2.1% have a hit in one of these screens.

SMILES	DAGLB inhibitor	C-LANA FP	NSD2 inh	RTF Ca sens inh	SR-BI HDL uptake	SR-BI uptake up	PvdQ acylase	Keap1 Nrf2 FP	Arrestin-AP2 inh	PKA-R2B act
CCOC(=O)C1=C(COC(=O)C2(C)CC2(Cl)Cl)NC(=O)NC1c1ccccc1 (centres undefined)	-2	-0.7	1	5	-3	3	-5	-3	10	-6
COc1ccc(-c2[nH]ncc2CNCCCSC)cc1F	-1	-1.6	-1	-11	·	·	-14	-4	10	1
O=C(CSc1nc2ccc([N+](=O)[O-])cc2[nH]1)c1ccc(Cl)cc1	-2	0.4	0	-31	-5	5	-21	-3	2	-7
CCOC(=O)c1c(NC(=O)CSc2nnc(-c3c[nH]c4ccccc34)n2CCOC)sc2c1CCCCC2	1	-1.7	·	-6	25	-25	-14	-5	-6	-4
O=C(c1ccc(-n2cccn2)cc1)N1CCN(c2ncccc2C(F)(F)F)CC1	-1	-1.7	-1	-9	11	-11	-22	-3	-4	-10
Cc1cccc(C)c1NC(=O)NN(C(=O)c1ccccc1)C(C)(C)C	-2	-1.3	-4	10	-27	27	3	0	2	3
CCn1c(C)cc(/C=C2/SC(=O)N(C(C)C(=O)OC)C2=O)c1C (centres undefined)	-2	1.0	35	-8	7	-7	-7	5	-12	-4
CCCCSc1nnc(CSc2nc3nc(C)cc(C)n3n2)o1	1	0.1	-1	0	-32	32	-5	1	8	-10
COc1ccc(CN2C(=O)c3cccnc3C2=O)cc1S(=O)(=O)N(C)Cc1ccco1	-2	0.9	0	-5	-7	7	-8	1	-1	2
Cc1ccc(-n2ncc3c(=O)[nH]c(SC(C)C)nc32)cc1	-2	-0.9	·	-1	·	·	-12	1	-2	-6
CC/C(C)=N/Nc1cccc([N+](=O)[O-])c1	1	0.5	3	12	12	-12	6	0	9	-15
Cc1ccccc1C(=O)NC1CCN(CC(=O)NCc2cccs2)CC1	0	-0.2	-5	-1	-27	27	-12	2	-7	-1
COC(=O)C1NN=C(C(=O)c2ccc(Cl)cc2)C1c1ccc(OC)cc1 (centres undefined)	-3	1.6	0	7	3	-3	-15	-2	-13	-5
CN(C(=O)CSc1ncccc1C(=O)O)c1ccccc1	2	-0.4	6	-5	-14	14	-13	-7	0	-4
CN(C(=O)Cn1nc(C(=O)O)c2ccccc2c1=O)c1ccccc1	-1	-0.5	2	-8	13	-13	-19	-3	-10	-4
O=C(Nc1ccccc1F)C1CCCN(S(=O)(=O)c2ccc(-n3cnnn3)cc2)C1 (centres undefined)	-1	-0.2	4	6	14	-14	-9	0	3	-1
COc1cc2c(cc1OC)C(=O)N1[C@H]3c4cc(C)ccc4OC[C@@H]3[C@H](c3ccccc3)[C@]1(C)C(=O)N2	-4	1.8	·	6	34	-34	-9	0	-4	-2
O=C(c1ccco1)N1CCN(C(c2ccc(Cl)cc2)c2nnnn2CC2CCCO2)CC1 (centres undefined)	-2	-1.1	-2	-5	-1	1	-8	3	10	16
O=C1NN(c2ccccc2)C(=O)/C1=C/c1coc2ccccc2c1=O	12	3.0	8	-8	-14	14	-18	-4	-3	0
O=c1c2ccccc2sc2ccc(NCCCN3CCOCC3)cc12	6	-1.6	·	-11	11	-11	-12	-9	8	-5
COc1cc(C(=S)N2CCCC2)cc(OC)c1OC	-2	0.8	0	-10	-14	14	7	1	3	10
N#Cc1nc(-c2ccc(Cl)cc2)oc1NCC1CCCO1 (centres undefined)	0	-0.8	-1	0	4	-4	1	1	24	-7
COc1ccc2cc(/C=N/O)c(Cl)nc2c1	-2	0.6	-5	-8	3	-3	4	-1	26	2
O=C(NCCCN1CCOCC1)c1c(F)cccc1F	-3	-1.3	-2	-6	-10	10	-15	2	-1	6
Cc1cc(C(=O)CSc2nc3ccccc3[nH]2)c(C)n1CC1CCCO1 (centres undefined)	0	1.8	·	2	6	-6	3	2	21	-9

Continuation.
SMILES	DAGLB inhibitor	C-LANA FP	NSD2 inh	RTF Ca sens inh	SR-BI HDL uptake	SR-BI uptake up	PvdQ acylase	Keap1 Nrf2 FP	Arrestin-AP2 inh	PKA-R2B act
CCC(=O)Nc1nnc(S(=O)(=O)N(C)Cc2ccco2)s1	-3	0.4	·	-3	-18	18	-4	-2	30	-18
Cc1ccc(C)c(-n2c(-c3ccc4c(c3)OCO4)n[nH]c2=S)c1	2	-1.0	0	4	-7	7	-2	-1	9	-3
CCOC(=O)c1nnn(-c2nonc2-n2cccc2)c1CCl	3	0.7	3	8	-18	18	7	-5	6	0
CCOc1ccc(C2/C(=C(\O)c3c(C)[nH]c(C(=O)OC)c3C)C(=O)C(=O)N2CCN(C)C)cc1 (centres undefined)	2	3.9	3	-7	-17	17	1	?	5	-11
COC(=O)c1c(N)sc(C(=O)N2CCOCC2)c1C	3	-0.1	4	11	4	-4	8	-2	8	-10
O=C(COC(=O)CCN1C(=O)C2CC=CCC2C1=O)NCCc1ccc(F)cc1 (centres undefined)	-1	-0.2	-1	9	-7	7	6	7	15	-13
CCOC(=O)N1CCN(C(=O)CSc2nnc(Cn3c(=O)sc4ccccc43)n2C)CC1	0	-1.0	·	0	14	-14	-5	-3	-1	-3
COc1ccc(CNc2c(C(=O)O)cnc3c2cnn3C)cc1	-1	1.0	-2	1	-13	13	5	-5	14	2
COc1cc(Br)c(-c2sc(Nc3ccccc3)n[n+]2-c2ccccc2)cc1OC	-5	1.3	·	-9	-6	6	-15	-2	-3	-2
CC(NS(=O)(=O)c1cccc(C(=O)NCc2ccncc2)c1)c1ccccc1 (centres undefined)	0	-0.4	1	-13	-16	16	-6	0	6	3
Cc1nc(CS(=O)c2ccc(Cl)cc2)cc(N2CCOCC2)n1 (centres undefined)	-3	-0.6	·	4	7	-7	9	-1	37	-11
COc1cccc(CNC(=O)CCNS(=O)(=O)c2ccc(Br)s2)c1	-2	0.4	-4	-15	·	·	-13	1	-5	12
O=C(N/C(=C\c1ccc([N+](=O)[O-])cc1)C(=O)N1CCCCC1)c1ccccc1Br	2	0.3	1	-17	48	-48	1	3	2	-5
C1CC1C(=NN=C(C1CC1)C1CC1)C1CC1	-1	1.1	1	9	-26	26	-1	-7	0	-12
CCOC(=O)c1sc(NC(=O)C2=COCCO2)c(C#N)c1C	-3	0.8	-2	-11	14	-14	-2	-2	6	9
O=C(/C=C/c1ccc([N+](=O)[O-])cc1)NCCN1C(=O)S/C(=C\c2ccc(F)cc2)C1=O	-3	-1.5	1	0	16	-16	-15	3	-9	10
O=C(NCc1ccc(F)cc1)C1CCCN(S(=O)(=O)c2cccc3nonc23)C1 (centres undefined)	0	1.1	-7	-3	5	-5	13	3	38	7
CNC(=O)C1CC(=O)N(Cc2ccc(OC)c(OC)c2)C(=Nc2ccc(OC)cc2)S1 (centres undefined)	-2	-0.4	0	-13	-3	3	-17	0	-1	-3
CCOC(=O)c1cc(-c2ccc3c(c2)OCO3)nc2onc(C)c12	-3	-2.5	-5	-6	14	-13	0	1	22	-5
CC1CC(C)CN(C(=O)C2CCN(S(=O)(=O)c3c(Cl)cccc3Cl)CC2)C1 (centres undefined)	-6	0.2	3	-9	6	-6	-7	-4	2	0
COc1cc(NC(=O)CSc2nc3ccccc3n2-c2ccccc2)c(C)cc1[N+](=O)[O-]	-6	-0.9	9	-9	·	·	-4	-5	42	-8
Cc1cc(C)cc(N(C(=O)c2csnn2)C(C(=O)NC2CCCCC2)c2ccncc2)c1 (centres undefined)	0	2.4	1	1	11	-11	-14	4	6	0
CC(C)c1nnc(-c2ccc(Cl)cc2)c(N(C)C)n1	-3	1.5	-4	-4	23	-23	-1	1	-4	-16
O=C(CCCN1C(=O)/C(=C/c2ccco2)SC1=S)Nc1ccccc1C(=O)O	14	66*	·	-3	·	·	-4	-3	29	2
CSc1c(-c2ccccn2)c(N)nn1C(=O)C1CC1	-7	0.9	-3	-2	10	-10	-13	-6	2	10

Record cards (already shown). Order of screens: DAGLB inhibitor, C-LANA FP, NSD2 inh, RTF Ca sens inh, SR-BI HDL uptake, SR-BI uptake up, PvdQ acylase, Keap1 Nrf2 FP, Arrestin-AP2 inh, PKA-R2B act
`CC(NS(=O)(=O)c1cccc(C(=O)NCc2ccncc2)c1)c1ccccc1` (centres undefined) is listed with 0, -0.4, 1, -13, -16, 16, -6, 0, 6, 3
`C1CC1C(=NN=C(C1CC1)C1CC1)C1CC1` is listed with -1, 1.1, 1, 9, -26, 26, -1, -7, 0, -12
`CNC(=O)C1CC(=O)N(Cc2ccc(OC)c(OC)c2)C(=Nc2ccc(OC)cc2)S1` (centres undefined) is listed with -2, -0.4, 0, -13, -3, 3, -17, 0, -1, -3

(more compounds)
SMILES	DAGLB inhibitor	C-LANA FP	NSD2 inh	RTF Ca sens inh	SR-BI HDL uptake	SR-BI uptake up	PvdQ acylase	Keap1 Nrf2 FP	Arrestin-AP2 inh	PKA-R2B act
NC(=O)[C@@H]1CC2(CC(c3cccc(NC(=O)[C@H]4CCC(=O)N4)c3)=NO2)CN1C(=O)COc1ccc(Cl)cc1 (some centres undefined)	2	2.1	·	-2	-2	2	1	0	-5	-3
CCOP(=O)(OCC)C(NCc1ccccc1)c1ccc(Br)cc1 (centres undefined)	-2	-1.8	3	-20	-57	57	-19	-3	-4	0
O=C(N/N=C/c1ccco1)c1cc(=O)[nH]c2ccccc12	1	0.3	2	-9	-2	2	-2	-1	24	-9
Nc1ncc(Br)cc1S(=O)(=O)Nc1ccccc1F	3	-0.9	1	2	-4	4	6	0	58*	-3
COc1ccc(C(=O)CSc2ccc(-c3ccco3)nn2)cc1	0	-0.2	0	-2	5	-5	-4	-3	7	3
CN(C)C=NC(=O)c1ccc(N2CCN(c3ncc(C(F)(F)F)cc3Cl)CC2)cc1	0	1.1	1	-1	-9	9	7	0	27	1
O=C(Nc1ccc(Oc2ccc(Cl)cc2)c(Cl)c1)c1cc(I)cc(I)c1O	2	0.6	·	5	-5	5	3	5	21	-9
CCOC(=O)C1(C)NC(c2cccc(C)c2)C2C(=O)N(c3ccccc3)C(=O)C21 (centres undefined)	0	0.4	0	-15	7	-7	7	-6	13	3
CCOc1ccc(N2C(=O)C3ON(c4ccccc4)C(c4cccs4)C3C2=O)cc1 (centres undefined)	1	-0.5	-10	-16	-16	16	1	-5	-5	7
Cc1cccn2c(=O)c3cc(C(=O)NCc4ccco4)c(=N)n(C(C)C)c3nc12	2	-1.7	4	-3	2	-2	-7	-5	18	8
Cc1ccc2c(c1)CCCN2CC(=O)N(C)c1c(N)n(Cc2ccccc2)c(=O)[nH]c1=O	-6	13	4	-55	-9	9	7	7	15	5
c1ccc(-c2nc3ccccc3c3nc4ccccc4n23)cc1	-3	-0.4	-4	0	6	-6	-9	2	1	0
Cc1cccc(OCC(=O)Nc2nnn(C)n2)c1C	1	0.5	3	-9	-4	4	-8	2	0	-4
Cc1cccc(CS(=O)(=O)c2ncc(Cl)c(C(=O)Nc3ccc(F)cc3)n2)c1	3	-1.3	1	0	-18	18	2	-5	11	-7
CNC(=O)CSc1nnc(SCCC(=O)O)s1	0	1.2	0	-12	-2	2	-9	-2	-8	-4

Screens deposited in PubChem BioAssay by several laboratories.
